MITF primary – blocks human microphthalmia-associated transcription factor; O75030; AlphaScreen MITF homodimerization, bead proximity signal; inhibition, % at 2.6 µM; 0.91% of 650,000 active; AID 1259374; in the data active = inhibition above about 50%;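 note: 0% = vehicle wells with protein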
Target sequence (O75030 whole entry, looked up): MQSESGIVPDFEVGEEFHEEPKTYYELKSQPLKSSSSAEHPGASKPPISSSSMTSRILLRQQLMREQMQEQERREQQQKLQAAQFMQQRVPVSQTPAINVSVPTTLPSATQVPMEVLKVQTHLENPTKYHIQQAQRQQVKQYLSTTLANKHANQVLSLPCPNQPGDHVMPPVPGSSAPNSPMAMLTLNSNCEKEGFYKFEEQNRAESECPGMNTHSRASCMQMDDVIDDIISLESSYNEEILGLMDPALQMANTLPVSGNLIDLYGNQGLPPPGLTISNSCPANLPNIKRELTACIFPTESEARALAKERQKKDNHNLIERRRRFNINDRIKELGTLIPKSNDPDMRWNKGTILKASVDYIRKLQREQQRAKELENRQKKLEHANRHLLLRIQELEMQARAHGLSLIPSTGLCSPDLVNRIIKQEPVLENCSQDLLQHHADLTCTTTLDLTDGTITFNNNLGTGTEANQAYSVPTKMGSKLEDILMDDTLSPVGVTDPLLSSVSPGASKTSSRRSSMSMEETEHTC
TEAD-YAP block – TEAD-YAP interaction inhibition; HEK-TIYL cells, TEAD-Gal4/YAP UAS-luciferase luminescence; inhibition, % at 9.12 µM; 1.4% of 640,000 active; in the data active = inhibition above about 32%;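 note: 0% = median of test compound wells and 100% = reference inhibitor wells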
FBW7 activator – human FBW7 E3 ligase activation, primary screen | normalized activity (activation), % at 26.1 µM | 0.13% of 650,000 active | AlphaScreen FBW7–phospho-cyclin E peptide binding, activator screen | Q969H0; in the data active = normalized activity above about 1.9%;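 note: purified mutant Fbw7 with reduced substrate affinity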
GPR151 activ – human GPR151 activation; AID 1508602; 1% of 650,000 active; activation, % at 11.2 µM; PathHunter beta-arrestin GPR151 cells, luminescence; in the data active = activation above about 4.9%;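 note: 0% = median of compound wells and 100% = cells with positive control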
Target sequence (Q8TDV0 whole entry, looked up): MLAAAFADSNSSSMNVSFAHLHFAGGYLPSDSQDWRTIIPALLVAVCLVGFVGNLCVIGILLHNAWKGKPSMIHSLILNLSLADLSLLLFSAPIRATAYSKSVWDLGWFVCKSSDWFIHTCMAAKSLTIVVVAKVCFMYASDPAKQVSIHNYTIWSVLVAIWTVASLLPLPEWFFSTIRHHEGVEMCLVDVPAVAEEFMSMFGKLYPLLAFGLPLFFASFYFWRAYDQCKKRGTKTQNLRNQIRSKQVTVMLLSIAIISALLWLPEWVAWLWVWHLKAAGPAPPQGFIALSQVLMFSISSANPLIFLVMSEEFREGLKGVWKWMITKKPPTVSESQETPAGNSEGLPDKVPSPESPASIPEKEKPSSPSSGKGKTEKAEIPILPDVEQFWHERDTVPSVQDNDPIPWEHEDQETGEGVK
The depositor's hits bear a star; / = not tested or not shown.

cpd	compound	GPR151 activ	TEAD-YAP block	FBW7 activator	MITF primary
1	CC1CCN(c2ccccc2NC(=O)c2cc([N+](=O)[O-])ccc2N2CCOCC2)CC1	-0.8	7	0.6	13
2	CCCCCCNC(=O)c1ccc2nc(-c3ccccc3)c(-c3ccccc3)nc2c1	0.6	-11	0.0	2
3	CC(=O)N(CCC(c1ccc(C)cc1)c1ccco1)Cc1ccco1 (stereo unspecified)	-0.9	4	-0.1	16
4	CC(=O)OC[C@H]1O[C@@H](O/N=C(\C)CCN2CCCCc3nc(C)c(C)cc32)[C@H](OC(C)=O)[C@@H](OC(C)=O)[C@@H]1OC(C)=O	-0.6	/	0.0	4
5	Cc1sc2ncnc(Oc3ccc4ccc(=O)oc4c3)c2c1C	-0.1	-4	-0.1	-4
6	Cc1ccc(C(=O)Nc2cc(-n3c(C)nc4ccccc4c3=O)ccc2F)cc1	-0.5	-7	-0.2	0
7	CCc1nc(SCC(=O)Nc2cc(C)on2)n[nH]1	-0.6	-2	-0.1	-7
8	CCOC(=O)C1=C(C)N=c2s/c(=C\c3cc(Br)c(O)c(OC)c3)c(=O)n2C1c1ccc(OC)c(OC)c1 (stereo unspecified)	-1.1	-5	-0.2	-3
9	CCCNC(=O)Cn1ncn2c(cc3sc(C)cc32)c1=O	-0.4	-5	-0.1	31
10	CC1=CC=CC2=NC(C(F)(F)F)(C(F)(F)F)N=C(c3ccccc3Cl)N12	0.9	1	0.0	8
11	NC(=O)c1cc(-c2ccc(N)cc2)nc2ccccc12	-0.2	-1	-0.2	1
12	CCC(NC(=O)c1cccnc1)c1ccccc1 (stereo unspecified)	1.4	10	0.0	8
13	CCOC(=O)c1cnc2ccc(C)cc2c1Nc1ccc(C)cc1	-0.4	-12	0.7	10
14	COc1ccc(C(=O)N(C)c2ccccc2)cc1	2.7	-3	0.1	12
15	C=CCc1cc(C)ccc1OCCN1CC(C)OC(C)C1 (stereo unspecified)	0.1	-2	-0.2	43
16	CCC1SC(CC)C(=O)N(CC(=O)Nc2ccc(F)cc2F)C1=O (stereo unspecified)	0.5	-7	-0.1	3
17	COCCCNC(c1ccccc1)c1ccccn1 (stereo unspecified)	0.5	3	0.3	13
18	O=C(Nc1ccc(N2CCOCC2)cc1)c1cccc(-c2ccccc2)c1	-2.4	-15	0.3	35
19	COc1ccc(C(=O)NCC2(C)C3CC4CC(C3)CC2C4)cc1 (stereo unspecified)	0.5	-23	0.1	4
20	O=C1CCCN1CCCNc1nc(NC2CC2)c2ncn(CCN3CCCC3=O)c2n1	3.9	0	0.1	-3
21	Cc1ccc(CC2(CCC(=O)NCCC(C)C)CCC(=O)N2)cc1 (stereo unspecified)	0.7	3	-0.1	2
22	Cc1ccc(N(CCc2ccc(C)nc2)N=O)cc1	0.3	-1	0.1	3
23	CSc1cc(C)c2c(c1)COC1(CCN(C(=O)NC(C)(C)C)CC1)O2	-0.7	-1	0.1	6
24	Cc1ccc2c(c1)N(CC(=O)Nc1ccccc1C)C(=O)C(C)O2 (stereo unspecified)	-0.2	-3	-0.1	-7
25	C=CCOC(=O)C1=C(C)NC(SCC(=O)Nc2ccc(C)c(Cl)c2)=C(C#N)C1c1ccco1 (stereo unspecified)	0.0	10	0.1	13

Single records (already shown). Screens in order: GPR151 activ	TEAD-YAP block	FBW7 activator	MITF primary
`CC(=O)N(CCC(c1ccc(C)cc1)c1ccco1)Cc1ccco1` (stereo unspecified) across the screens: -0.9	4	-0.1	16
`C=CCOC(=O)C1=C(C)NC(SCC(=O)Nc2ccc(C)c(Cl)c2)=C(C#N)C1c1ccco1` (stereo unspecified) across the screens: 0.0	10	0.1	13
`COc1ccc(C(=O)N(C)c2ccccc2)cc1` across the screens: 2.7	-3	0.1	12

Continued.
cpd	compound	GPR151 activ	TEAD-YAP block	FBW7 activator	MITF primary
26	CC12COC3(C(=O)N4CCCCC4)CC1CCC32C (stereo unspecified)	-0.6	7	-0.1	7
27	N#Cc1c2n(c3c(=O)n(Cc4ccc(Cl)cc4)cnc13)CCCC2	-0.1	-1	0.6	12
28	CCOC(=O)c1c(NC(=O)CN2C(=O)c3ccccc3C2=O)sc2c1CCC(C)C2 (stereo unspecified)	-0.4	-10	-0.1	-3
29	CC(C)COC(=O)c1ccc2c(c1)C1C=CCC1C(c1ccc(Cl)cc1)N2 (stereo unspecified)	-1.1	-8	-0.1	2
30	O=C(NC1CC1)c1cc(=O)[nH]c2ccc(Br)cc12	6.2*	-15	-0.2	3
31	O=C(CN1CCC(O)(c2cccnc2)CC1)NCc1cccs1	-1.2	16	0.2	2
32	COC(=O)c1ccc(C(=O)OC)c(NC(=O)NC2(C(F)(F)F)Oc3ccc(Cl)cc3O2)c1 (stereo unspecified)	-1.5	-14	0.1	-4
33	O=C(CC1C(=O)NCCN1Cc1cccc(F)c1)NCCOc1cccnc1 (stereo unspecified)	0.1	7	0.0	-5
34	O=C(CCCN1C(=O)/C(=C\c2ccco2)SC1=S)Nc1cc([N+](=O)[O-])ccc1O	0.9	6	0.0	8
35	COCCN1C=C(C(=O)OC)C(c2ccc(F)cc2)C(C(=O)OC)=C1	2.0	-17	0.2	5
36	COc1ccc(-c2c(C(F)(F)F)oc3cc(OCC(=O)OC(C)C)ccc3c2=O)cc1OC	-1.0	-8	0.3	13
37	Cc1ccc(-n2nc(C)c(C(O)(c3nccn3C)C(F)(F)F)c2N)cc1 (stereo unspecified)	0.3	-5	-0.1	-10
38	O=[N+]([O-])c1ccc(-c2nc(-c3ccco3)no2)o1	-3.0	-20	0.0	20
39	COC(=O)C1=C(N)OC2=C(C(=O)CC(C)(C)C2)C1c1ccccc1F (stereo unspecified)	-1.6	6	0.2	11
40	c1nc(NC2CC2)cc(N2CCOCC2)n1	1.1	5	0.0	13
41	O=C1C=CC(=O)N1c1ccc(I)cc1	-1.2	-1	0.1	7
42	COc1cc(OC)cc(C(=O)NC(=S)NCc2ccco2)c1	0.3	7	0.1	9
43	CC(CC(=O)Nc1cc([N+](=O)[O-])ccc1Cl)c1ccccc1 (stereo unspecified)	-0.8	-12	0.1	2
44	CC(C)(C)C(=O)N1CCC(C(=O)NC(c2ccccn2)c2cccs2)CC1 (stereo unspecified)	0.5	-1	0.3	13
45	Cc1ccc(C2/C(=C(\O)c3ccccc3)C(=O)C(=O)N2c2ccc(F)cc2)cc1 (stereo unspecified)	-0.1	2	0.1	-4
46	N#Cc1nc(-c2ccc(Cl)cc2)oc1N1CCC(C(N)=O)CC1	-0.1	-11	-0.1	-2
47	N#Cc1ccccc1COC(=O)CCc1nc2ccccc2s1	-2.3	4	1.1	16
48	CCOC(=O)CSc1nc2cc(C(=O)Nc3ccc(OC)c(OC)c3)ccc2c(=O)n1-c1ccccc1	-1.1	1	-0.1	-4
49	CCCCc1ccc(-c2nc(Nc3ccc(F)cc3F)c3ccccc3n2)cc1	2.4	4	-0.1	-2
50	Cc1ccc(NC(=O)c2c(F)cccc2F)cc1N1CCCCC1=O	-2.1	6	-0.2	0

Reformatted with two lines to a compound: 6 of the compounds above
Each structure is followed by: GPR151 activ, TEAD-YAP block, FBW7 activator, MITF primary
[40] c1nc(NC2CC2)cc(N2CCOCC2)n1
 : 1.1, 5, 0.0, 13
[41] O=C1C=CC(=O)N1c1ccc(I)cc1
 : -1.2, -1, 0.1, 7
[42] COc1cc(OC)cc(C(=O)NC(=S)NCc2ccco2)c1
 : 0.3, 7, 0.1, 9
[43] CC(CC(=O)Nc1cc([N+](=O)[O-])ccc1Cl)c1ccccc1 (stereo unspecified)
 : -0.8, -12, 0.1, 2
[44] CC(C)(C)C(=O)N1CCC(C(=O)NC(c2ccccn2)c2cccs2)CC1 (stereo unspecified)
 : 0.5, -1, 0.3, 13
[45] Cc1ccc(C2/C(=C(\O)c3ccccc3)C(=O)C(=O)N2c2ccc(F)cc2)cc1 (stereo unspecified)
 : -0.1, 2, 0.1, -4

Sorted by number of heavy atoms (descending): 3 of the compounds above.
cpd	compound	GPR151 activ	TEAD-YAP block	FBW7 activator	MITF primary
36	COc1ccc(-c2c(C(F)(F)F)oc3cc(OCC(=O)OC(C)C)ccc3c2=O)cc1OC	-1.0	-8	0.3	13
39	COC(=O)C1=C(N)OC2=C(C(=O)CC(C)(C)C2)C1c1ccccc1F (stereo unspecified)	-1.6	6	0.2	11
40	c1nc(NC2CC2)cc(N2CCOCC2)n1	1.1	5	0.0	13

Additional entries follow:
cpd	compound	GPR151 activ	TEAD-YAP block	FBW7 activator	MITF primary
51	CCC(C(=O)Nc1nc2ccccc2s1)(C(F)(F)F)C(F)(F)F	2.8	21	0.0	-1
52	NC(=O)c1ccc(NC(=O)COc2cccc(Cl)c2)cc1	-0.6	-2	0.0	13
53	COc1ccc2cc(C(=O)N/N=C/c3cc(C)ccc3O)ccc2c1	-1.7	5	0.1	3
54	NC(=O)c1ccc(NC(=O)c2ccc(C(=O)Nc3ccc(C(N)=O)cc3)cc2)cc1	-0.5	3	0.3	22
55	CCOC(=O)c1cnn(-c2nc3ccccc3[nH]2)c1CN1CCCCCC1	0.3	-7	0.0	10
56	Cc1c(Br)c([N+](=O)[O-])nn1C(C)C(=O)N1CCCCCC1 (stereo unspecified)	-0.6	7	0.0	-1
57	CCN(CC)c1ccc(C2C3=C(CCCC3=O)Nc3[nH]c(=O)[nH]c(=O)c32)cc1 (stereo unspecified)	0.2	12	0.1	1
58	COc1ccc(-c2nnc(NC(=O)c3ccc(S(=O)(=O)N4CC(C)CC(C)C4)cc3)o2)cc1 (stereo unspecified)	2.8	2	0.0	-4
59	CC1CC(OC(=O)Nc2ccccc2)C2C=C(Cl)C=CC2S1 (stereo unspecified)	-0.3	27	0.3	19
60	O=C(CSc1nnc(NC(=O)C2CCCCC2)s1)NCC1CCCO1 (stereo unspecified)	-1.6	-3	0.0	-2
61	COc1ccccc1-c1cc(N)n(S(=O)(=O)c2cc(Cl)sc2Cl)n1	-0.6	3	0.0	-14
62	O=C(NCc1cccnc1)c1ccc(N2CCN(c3ccccn3)CC2)c([N+](=O)[O-])c1	-0.1	21	0.1	27
63	O=S(=O)(O)c1ccc(F)c2ccccc12	-3.1	7	0.0	5
64	COc1ccc(S(=O)(=O)N2CCC(C(=O)N3CCCCCC3)CC2)cc1	0.0	-3	-0.2	4
65	COc1ccc(-c2nn(CN3CC(C)OC(C)C3)c(=S)n2CC2CCCO2)cc1 (stereo unspecified)	2.9	-7	-0.1	3
66	COC(=O)c1ccccc1NC(=O)CCCn1nc([N+](=O)[O-])c(Br)c1C	-0.2	6	0.1	-9
67	Cc1ccc(C(F)(F)F)cc1N1C(=O)C2C(c3ccc(Cl)cc3)OC3(C(=O)c4ccccc4C3=O)C2C1=O (stereo unspecified)	1.5	8	0.1	4
68	O=C1CCCc2c1cc(C(=O)N1CCOCC1)c(=O)n2-c1ccccc1	-1.5	-10	0.1	-4
69	CCCCOc1ccc(C(=O)Nc2c3c(nn2-c2cccc(C)c2C)CS(=O)(=O)C3)cc1	0.4	5	0.2	11
70	CC(=O)c1cccc(NC(=O)N2CCN(c3nc(-c4ccccc4)cs3)CC2)c1	0.4	3	-0.2	2
71	CCOc1ccccc1NS(=O)(=O)c1ccc2c(c1)CC(=O)N2	-1.0	1	-0.1	7
72	O=C(c1ccc(NC(=O)C23CC4CC(CC(C4)C2)C3)cc1)N1CCCCC1	0.1	1	0.2	9
73	CCCCNC(=O)c1cc(Nc2ccc(OC)cc2OC)nc2ccccc12	0.9	5	-0.2	-3
74	N#Cc1ccc(OCC(=O)NNC(=O)C2CCCCC2)cc1	-1.2	7	0.0	7
75	FC(F)(F)c1ccc2nnc(-c3ccc(Cl)cc3)n2c1	-1.7	-6	0.6	-8

(listing goes on)
cpd	compound	GPR151 activ	TEAD-YAP block	FBW7 activator	MITF primary
76	COc1cc([N+](=O)[O-])ccc1N/C=C/C(=O)c1ccccc1	-4.7	71*	0.0	-5
77	COc1ccc(C(=O)Nc2c3c(nn2-c2ccc(OC)cc2)CS(=O)C3)cc1 (stereo unspecified)	0.1	9	0.0	14
78	O=C(NCc1csc(-c2cccs2)n1)c1ccccc1	-0.7	-34	0.6	17
79	CCC(C)NCCOc1ccc(C)cc1Cl (stereo unspecified)	1.4	-24	0.0	6
80	C[C@@H]1CN(Cc2c(C(=O)N3CCN(C4CCCCC4)CC3)nc3ccccn23)C[C@H](C)O1	0.5	15	0.9	18
81	COC(=O)c1c(NC(=O)COc2ccc(OC)cc2)sc2c1CCC2	-0.4	3	0.2	12
82	CN(C)S(=O)(=O)N1CCC(Oc2ccc(C(=O)N3CCSCC3)cc2)CC1	0.3	-45	0.0	3
83	O=C(/C=C/c1ccc(Br)cc1)Nn1c(C2CCCCC2)nc2ccccc2c1=O	0.7	-11	0.1	11
84	COc1cccc(C(=O)N2CCN(Cc3ccc(OC)cc3OC)CC2)c1	0.0	6	0.7	53*
85	O=C(NCCOC(=O)C1COc2ccccc2O1)C1COc2ccccc2O1 (stereo unspecified)	-0.1	9	0.1	10
86	CN(Cc1ccccc1)CC(O)COc1ccc(CNCCn2ccnc2)cc1 (stereo unspecified)	-0.2	9	0.2	7
87	O=C(Nc1nnc(SCC(=O)N2CCCCC2)s1)c1ccccc1Br	-0.3	-9	-0.1	2
88	COc1ccccc1N1C(=O)C2ON(c3ccccc3C)C(c3cccc(Br)c3)C2C1=O (stereo unspecified)	-0.4	1	-0.1	3
89	O=C(NCc1ccccn1)c1cc(-c2ccccc2O)no1	0.1	-3	-0.5	14
90	CC(=O)NCCNC(=O)CCCn1c(=O)[nH]c2cc(Cl)ccc2c1=O	0.5	3	0.1	4

Single values from the list.
For GPR151 activ, cpd 89 is entered as 0.1
For GPR151 activ, cpd 88 is entered as -0.4
